D1 agonist – activates the human D1 dopamine receptor. P21728. HEK293 T-REx D1 cells, calcium flux, agonist mode. activation, % at 2 µM. hit rate 1% among 360,000. AID 504660; further: 0% is about no effect
Target sequence (P21728 whole entry, looked up): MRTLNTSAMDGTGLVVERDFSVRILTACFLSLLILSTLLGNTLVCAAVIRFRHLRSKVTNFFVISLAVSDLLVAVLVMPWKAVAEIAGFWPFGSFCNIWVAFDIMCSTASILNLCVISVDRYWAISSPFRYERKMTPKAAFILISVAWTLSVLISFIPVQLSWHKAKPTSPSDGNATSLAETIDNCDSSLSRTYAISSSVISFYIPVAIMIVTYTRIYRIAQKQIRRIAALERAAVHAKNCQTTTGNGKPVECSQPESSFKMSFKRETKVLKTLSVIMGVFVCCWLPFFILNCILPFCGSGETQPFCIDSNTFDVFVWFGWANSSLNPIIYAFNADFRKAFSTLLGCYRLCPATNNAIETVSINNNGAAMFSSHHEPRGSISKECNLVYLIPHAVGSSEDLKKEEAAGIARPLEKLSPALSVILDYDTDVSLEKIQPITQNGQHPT
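Agonism was scored from calcium flux recorded over 180 s (1 read/s) after pintool compound addition, following a 10-cycle baseline. Cells were inducible force-coupled HEK293 TREx D1, plated overnight at 30 C and loaded with no-wash calcium dye.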
D2 antag – antagonists of human D2 dopamine receptor; HEK293 TREx D2 cells, calcium flux, dopamine EC80; inhibition, % at 10 µM; hit rate 2% among 340,000; in the data active means inhibition above about 30%; further: 0% is about no effect
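In this primary screen, negative modulation is detected by tracking calcium flux after an EC80 dopamine challenge in inducible HEK293 T-REx D2 cells preexposed to test compound for 180 s.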
D2 PAM – positively modulates the human D2 dopamine receptor allosterically; P14416; HEK293 T-REx D2, calcium flux, EC20 dopamine potentiation; potentiation, % at 10 µM; hit rate 0.34% among 340,000; AID 485347;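 active means potentiation over 3 SD above the plate norm, cut at about 30% in these data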; further: 0% is about no effect
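Cells plated with tetracycline inducer and held overnight at 30 C; calcium dye loaded 30–90 min at room temperature; baseline taken, compound added and read 180 s; EC20 dopamine then added and read 180 s.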
RXFP1 antag – RXFP1 (human) relaxin receptor antagonism. AID 1259400. activity change, negative = inhibition, % at 57.5 µM. Q9HBX9. HEK293-RXFP1, relaxin-stimulated cAMP HTRF, 30 min; active compounds read low. hit rate 0.59% among 350,000;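 active means activity change of -60% or lower, but not beyond a set lower limit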; further: on the % scale 0 is the no-effect control and ±100 the full control effect
D1 potentiator – enhances dopamine response at the human D1 receptor; P21728; HEK293 TREx D1 cells, calcium flux, dopamine EC20 potentiation; potentiation, % at 10 µM; hit rate 0.036% among 360,000; AID 504651; in the data active means potentiation above about 30%; further: 0% is about no effect
D1 antag – antagonists of human D1 dopamine receptor; P21728; HEK293 TREx D1 cells, calcium flux, dopamine EC80; active compounds read low; activity change, negative = inhibition, % at 10 µM; hit rate 3.2% among 360,000; in the data active means activity change below about -30%; further: on the % scale 0 is the no-effect control and ±100 the full control effect
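HEK293 T-REx cells expressing inducible, force-coupled D1 receptor; no-wash Ca dye, 30–90 min RT. Cmpd → 180 s read at 1 Hz → EC80 DA → 180 s read.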
TRHR enhancer – allosterically enhances the human TRH receptor; TRHR cells, fluo-8 calcium fluorescence, EC20 TRH enhancement; enhancement, % at 2 µM; P34981; hit rate 0.66% among 360,000; AID 493056; in the data active means enhancement above about 30%; further: 0% is about no effect
Target sequence (P34981 whole entry, looked up): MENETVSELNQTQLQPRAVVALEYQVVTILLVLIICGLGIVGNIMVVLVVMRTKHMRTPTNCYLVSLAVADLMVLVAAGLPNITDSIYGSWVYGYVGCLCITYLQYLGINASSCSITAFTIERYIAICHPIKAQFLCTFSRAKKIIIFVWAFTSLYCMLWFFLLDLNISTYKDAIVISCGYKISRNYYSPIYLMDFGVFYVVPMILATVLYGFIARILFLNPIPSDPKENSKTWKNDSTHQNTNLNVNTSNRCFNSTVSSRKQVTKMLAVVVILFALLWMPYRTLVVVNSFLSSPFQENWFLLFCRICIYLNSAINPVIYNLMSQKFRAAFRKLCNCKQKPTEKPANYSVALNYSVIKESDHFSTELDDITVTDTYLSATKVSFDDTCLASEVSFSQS
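TRHR-expressing cells loaded with fluo-8 calcium dye were read kinetically (ex 480/em 530) during compound addition, then stimulated with an EC20 of TRH (10 nM final). Enhancement of the Gq-mediated intracellular calcium response was scored.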
TRHR agonist – activates the human TRH receptor. P34981. TRHR cells, calcium flux fluo-8, FDSS agonist mode. activation, % at 2 µM. hit rate 0.18% among 360,000. AID 493084; further: 0% is about no effect
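TRHR-expressing cells loaded with fluo-8 calcium dye; 23 nL library compound pin-transferred, kinetic FDSS fluorescence (Ex 480/Em 530) recorded about 180 s for agonist-induced calcium release, before a 10 nM TRH EC20 addition for potentiator mode.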
D2 agonist – D2 dopamine receptor (human) agonism. P14416. HEK293 T-REx D2 cells, calcium flux agonist mode. activation, % at 2 µM. hit rate 0.53% among 340,000. AID 485358;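 active means activation over 3 SD above normal in the single-dose calcium agonist read, cut at about 30% in these data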; further: 0% is about no effect
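Tetracycline-induced HEK293 Trex cells with D2 receptor force-coupled to calcium signaling, plated overnight at 30 C and loaded with no-wash calcium dye. Calcium flux read kinetically for 180 s after compound addition; responses flag agonists.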
Starred values were filed as active, the others as inactive; . = not tested or not shown. Unless noted, no stated cut-off is given here; in the data, active means activation above about 30%; inactive means the rest.

Molecule	D1 agonist	D2 antag	D2 PAM	RXFP1 antag	D1 potentiator	D1 antag	TRHR enhancer	TRHR agonist	D2 agonist
O=C(CNC(=O)c1ccccc1F)c1ccccc1	2	.	-12	4	-8	14	-2	0.1	.
Cc1cccc(NC(=O)CCc2ccc(C)o2)c1	1	10	3	-9	-9	0	4	-0.6	0.5
COCCn1c(C)cc(C2=NNC(=NC3CC3)SC2)c1C	2	.	.	-30	-6	-21	-1	1.0	.
O=C(Nc1cc(Cl)ccc1N1CCCC1)C1=COCCO1	4	-13	-10	-5	-6	5	0	0.2	0.3
COc1ccc(OCc2nnc(NC(=O)Nc3ccc(F)cc3)s2)cc1	11	20	-4	-2	-4	7	5	3.0	1.3
COC(=O)c1cc(NC(=O)c2ccccc2)c(=O)oc1C/C=N\OCc1ccc(Cl)cc1Cl	0	19	3	-22	14	10	21	-2.4	-0.8
O=c1[nH]c(/C=C/c2ccc([N+](=O)[O-])cc2)c([N+](=O)[O-])c(=O)[nH]1	0	3	-2	-2	-3	-1	1	-0.1	-0.1
COc1ccccc1/C=C/C=N/NC(=O)c1ccncc1	3	0	-13	-3	-8	-6	-1	0.8	0.3
CNS(=O)(=O)c1cccc(C(=O)OCC(=O)Nc2cc(F)ccc2F)c1	5	3	-7	-6	-6	-4	0	0.2	-0.7
COc1ccc(-c2cc(C(F)(F)F)n3ncc(-c4ccccc4)c3n2)cc1	3	.	-10	6	0	-25	-5	-0.7	0.2
CC(=O)c1ccc(N=Cc2c(O)n(-c3cc(Cl)ccc3N3CCOCC3)c(=O)c3ccccc23)cc1	5	3	3	2	-4	16	4	1.8	0.9
O=C1c2cc([N+](=O)[O-])ccc2-c2ncccc21	0	5	7	3	-2	-10	-7	-0.4	0.2

The listing continues:
Molecule	D1 agonist	D2 antag	D2 PAM	RXFP1 antag	D1 potentiator	D1 antag	TRHR enhancer	TRHR agonist	D2 agonist
O=C(Nc1cccc2cccnc12)c1ccc(Cl)cc1	6	-18	-3	11	-1	-24	2	0.5	0.1
CCOC(=O)CCS(=O)(=O)c1nc(-c2ccccc2)cc(C(F)(F)F)n1	0	11	3	.	-3	-18	-8	0.8	0.9
CC(C)(C)c1ccc(C(=O)NCCCn2ccnc2)cc1	9	4	-9	-11	-3	-11	0	0.8	-1.1
O=C(CN1CCN(S(=O)(=O)c2ccccc2)CC1)NC(=O)NCc1ccco1	3	1	-6	-23	-2	3	7	0.0	-1.2
COc1ccc(NC(=O)COC(=O)c2cc(OC)c(OC)cc2NC(=O)c2ccco2)cc1OC	1	58*	17	15	3	-18	-1	-0.7	0.4
CC(=O)Nc1ccc(-c2cc3ccccc3o2)cc1	5	-5	12	5	-1	-17	4	-0.8	-0.4
Cn1ccc2cc(S(=O)(=O)N3CCCN(C(=O)Nc4ccc(Br)cc4)CC3)ccc21	1	.	-7	.	-2	-18	-4	-0.3	-0.4
Cc1ccc(CNC(=O)c2cc3sccc3n2Cc2ccc(Cl)cc2)cc1	6	.	-1	.	-3	0	-3	1.0	0.6
Cn1cnc(S(=O)(=O)N2CCCC(C(=O)Nc3cccc(C#N)c3)C2)c1 (configuration not stated)	1	.	4	-13	-1	2	-3	0.5	-1.2
COc1ccccc1/C=C/C=N/n1c(-c2ccc(Cl)cc2)n[nH]c1=S	2	-9	8	-63*	-3	3	2	-2.9	-1.7
COc1ccc(C(C)=O)cc1CSCCC#N	0	0	0	-4	-7	3	-1	0.0	0.6
Cc1sc(NC(=O)CS(=O)(=O)c2ccccc2)c(C(N)=O)c1C	2	-3	-3	10	-5	-5	-5	-0.1	-0.1

Next part:
Molecule	D1 agonist	D2 antag	D2 PAM	RXFP1 antag	D1 potentiator	D1 antag	TRHR enhancer	TRHR agonist	D2 agonist
O=C(CCNC(=O)N1CC(=O)Nc2ccccc21)Nc1ccc(Br)cc1F	2	55*	0	4	-8	1	-3	0.0	-0.3
O=C(Nc1nccs1)c1cccc(S(=O)(=O)N2CCCC2)c1	9	7	-6	-5	-1	-20	-3	0.2	0.0
Cc1ccc(CN2CC(C(=O)N3CCN(c4ccccc4O)CC3)CC2=O)cc1 (configuration not stated)	5	-10	-5	3	-7	-13	-9	-0.4	-0.1
CCCCOCP(=O)(CCCC)COCCCC	4	4	-9	0	-2	-25	-3	0.5	0.1
CCCN1CCN(C(=O)CCCNC(=O)c2ccc(Cl)cc2)CC1	-1	-6	2	-7	0	3	6	-0.2	0.7
CCC(=O)c1cn(/C(=C\C(=O)OC(C)(C)C)CCC(OC)OC)cc1CC	0	.	.	.	3	-8	2	0.1	.
Cc1c(NS(=O)(=O)c2ccc3c(c2)c(=O)n(C)c(=O)n3C)c(=O)n(-c2ccccc2)n1C	0	6	2	-5	8	14	3	-0.4	-1.9
Cc1c(NC(=O)CN2C(=O)c3ccc([N+](=O)[O-])cc3C2=O)c(=O)n(-c2ccccc2)n1C	3	-1	1	-7	-1	-3	-2	-2.6	1.5
COc1cc(Cl)ccc1OCc1cc(C(=O)N(C)CCc2cnn(C)c2)no1	3	-14	-9	-4	-7	-2	-11	-1.9	0.1
O=C(Nc1ccc2ccccc2c1)c1cccc(F)c1	2	-12	-10	4	-2	-15	4	-0.8	-1.4
COc1ccc(CC(=O)NCc2ccccc2)cc1	2	-2	3	-3	-4	-9	-3	-0.3	0.4
CC(/C=C/c1ccc2c(c1)OCO2)=N/NC(=O)c1ccc(C)nc1	2	-7	-3	1	-3	43	-4	0.1	-0.4

The listing continues.
Molecule	D1 agonist	D2 antag	D2 PAM	RXFP1 antag	D1 potentiator	D1 antag	TRHR enhancer	TRHR agonist	D2 agonist
Cc1cc(Oc2ccc(C(C)(C)C)cc2)nc(N2CCOCC2)n1	0	1	21	-5	-7	-1	-1	-0.2	0.2
Cc1ccccc1Oc1cccc(C(=O)/C(C#N)=C/N(C)C)c1	2	0	10	2	0	-3	5	-2.9	-0.4
CCn1c(SCC(=O)Nc2cc(C)on2)nc2c(c1=O)SCC2	1	.	.	9	-5	2	0	0.0	.
CCN(Cc1ccncc1)Cc1ccc(OC)c(OC)c1	1	0	-15	3	-3	-7	0	0.1	-1.3
CC(C)(SC(=S)N1CCOCC1)C(=O)O	3	7	-3	1	-8	-1	-6	0.1	0.3
O=C(CSCc1ccccc1)Nc1ccc(F)c(F)c1	5	15	-12	11	-8	-20	-6	0.1	-0.8
COc1cc(/C=N/Nc2ccc(C(=O)O)cc2)ccc1O	2	0	0	-14	-4	-2	9	0.1	-0.3
O=C(Nc1ccccn1)C1CCN(S(=O)(=O)c2ccc3c(c2)OCCCO3)CC1	11	-1	0	-4	-9	-3	3	-0.3	-0.2
COc1ccc(NC(=O)CCCn2c(=O)[nH]c3ccccc3c2=O)cc1	2	3	-5	-11	-6	-5	1	-0.4	0.4
O=C(NCc1ccccc1Cl)c1ccc2c(c1)SC1=NS(=O)(=O)CCN12	3	-10	-9	1	-12	2	-4	0.9	4.7
COC(=O)C(Cc1ccccc1)NC(=S)NC(=O)c1ccccc1 (configuration not stated)	4	5	1	-13	-6	-4	8	-0.2	-1.4
CN(Cc1ccccc1)C(=O)c1cccc(N2C(=O)C3CC=CCC3C2=O)c1 (configuration not stated)	0	-8	7	-2	8	0	-17	-0.3	-1.1

Next structures.
Molecule	D1 agonist	D2 antag	D2 PAM	RXFP1 antag	D1 potentiator	D1 antag	TRHR enhancer	TRHR agonist	D2 agonist
S=c1[nH]nc(-c2ccc(Cl)cc2)n1/N=C/c1cccs1	0	4	-20	-13	14	3	-1	-0.6	-0.7
O=C1/C(=C/c2ccc(O)cc2)SC(=S)N1Cc1cccnc1	23	.	.	-8	7	-2	-1	0.4	.
COc1cccc(C2=NOC(C(=O)Nc3cccnc3Cl)C2)c1 (configuration not stated)	4	2	-2	0	-4	-21	-5	-0.1	-0.2
COc1ccc(-c2nc(CSc3nncn4c3cc3oc(C)cc34)c(C)o2)cc1	0	.	-4	-21	-3	9	-4	0.4	0.6
CN1CCN(C(=O)CNC(=O)Cc2ccc(Cl)cc2)CC1	6	-7	-8	-2	-4	10	12	0.3	-0.2
O=C(NC(c1ccccc1)c1ccccc1)N1CCOCC1	1	.	14	-2	-4	9	11	0.4	.
COC(=O)[C@H](CC(C)C)NC(=O)Nc1ccc2c(c1)OCCO2	1	-5	-8	-10	-2	-19	1	0.4	0.3
Cc1ccc2[nH]c(=O)c3cc(C(=O)N(C)Cc4ccco4)sc3c2c1	1	-11	-12	2	-2	12	-4	-0.5	82*
CC[C@H](C)Cc1cn([C@@H](CCCCNC(=O)OC(C)(C)C)C(=O)NCCCCCCCCCCC(=O)N2CCN(C(=O)OC(C)(C)C)CC2)nn1	24	4	0	.	-4	-20	-4	1.6	1.6
COc1ccc(-c2nnc3n(CCc4ccccc4)c(=O)c4ccccc4n23)c(OC)c1	-1	11	3	-6	0	9	1	-0.4	-0.4
O=C(CN1CCN(C(=O)C2CC2)CC1)Nc1ccc(Cl)cc1F	3	-4	-21	-8	3	-5	5	0.7	0.0
Cc1cc(NC(=O)c2ccc(C#N)cc2)n(-c2ccccc2)n1	3	-4	4	.	-6	2	1	-0.1	0.2

(list continues)
Molecule	D1 agonist	D2 antag	D2 PAM	RXFP1 antag	D1 potentiator	D1 antag	TRHR enhancer	TRHR agonist	D2 agonist
Cc1cc(N(C)C)cc(C)[n+]1[O-]	1	1	-9	-6	-2	-15	-6	0.1	0.7
COc1ccc(S(=O)(=O)N2CCOCC2)cc1N=Nc1sc(N)nc1-c1ccccc1	3	-4	5	-10	-7	-5	-3	0.2	0.1
COc1cc(NC(=O)C(C)C)ccc1NC(=O)c1cc2ccccc2o1	1	25	-4	3	-5	4	-3	0.0	0.5
COc1ccc(OC)c(CNC(=O)C2COc3ccccc3C2)c1 (configuration not stated)	-2	.	16	5	-1	3	1	-0.4	0.6
Cc1ccc(Nc2nc(C)nc(N)c2S(=O)(=O)c2ccccc2)cc1	1	.	-2	.	-3	1	-2	-1.0	-0.5
O=C(CC1S/C(=N/N=C/C=C/c2ccccc2)NC1=O)Nc1ccc(Cl)c(Cl)c1 (configuration not stated)	15	-4	11	-18	0	7	3	-0.3	1.1
COc1ccccc1NC(=O)Cn1cnc2sc(C(=O)NCc3ccco3)c(C)c2c1=O	1	-20	-7	-5	2	-21	2	-0.1	0.4
COc1ccc(C(C[N+](=O)[O-])c2c(C)cc3ccccn23)c(OC)c1 (configuration not stated)	2	-2	-4	-19	4	-4	-2	7.3	4.6
Nc1c(-c2ccccc2)c(CN2CCOCC2)nn1-c1cccc([N+](=O)[O-])c1	1	5	3	6	0	-16	-1	-0.1	-0.5

By substructure: the compounds so far with a tert-butyl group
Molecule	D1 agonist	D2 antag	D2 PAM	RXFP1 antag	D1 potentiator	D1 antag	TRHR enhancer	TRHR agonist	D2 agonist
CC(C)(C)c1ccc(C(=O)NCCCn2ccnc2)cc1	9	4	-9	-11	-3	-11	0	0.8	-1.1
CCC(=O)c1cn(/C(=C\C(=O)OC(C)(C)C)CCC(OC)OC)cc1CC	0	.	.	.	3	-8	2	0.1	.
Cc1cc(Oc2ccc(C(C)(C)C)cc2)nc(N2CCOCC2)n1	0	1	21	-5	-7	-1	-1	-0.2	0.2
CC[C@H](C)Cc1cn([C@@H](CCCCNC(=O)OC(C)(C)C)C(=O)NCCCCCCCCCCC(=O)N2CCN(C(=O)OC(C)(C)C)CC2)nn1	24	4	0	.	-4	-20	-4	1.6	1.6
